Assay outcomes from PubChem BioAssay.
Yeast growth inh – yeast BB579 growth reduction in restrictive medium | hit rate 0.51% among 140,000 | S. cerevisiae BB579 growth, OD615, 48 h | inhibition, % at 10 µM;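 active means inhibition above a set limit, 3 SD over the mean compound inhibition, cut at about 44% in these data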; further: inactives centre near -24
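Test system: DeaD yeast strain BB579 / Buffer or medium: restrictive glucose-based CSMM-D medium / Doses: single 10 µM dose / Schedule: 4 h cell preincubation, 48 h compound exposure, 30 °C humidified / Technique: culture absorbance at 615 nm / Controls: amphotericin B positive control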
Measles CPE – protection of cells from measles virus; AID 841; hit rate 1.5% among 140,000; Measles virus-infected cells, CPE protection, absorbance; protection (pct of control), % at 4 µM; in the data active means protection mostly above about 24%, no sharp cut-off; inactive means mostly below about 26%; further: some compounds called inactive have numbers as strong as hits
MRP-1 activ – activates MRP-1 | H69AR cells + doxorubicin, viability rescue, CellTiter-Glo | viability increase, % at 10 µM | hit rate 0.61% among 140,000;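 active means viability gain under doxorubicin at or above a set limit, the compound median plus 3 SD, cut at about 4.7% in these data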;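 further: MRP-1 overexpressing cells given doxorubicin 25 µM after compound pretreatment; 18-22 h compound pretreatment then 72 h with doxorubicin before readout; 0% = doxorubicin-only wells and 100% = vehicle-treated cells without doxorubicin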
HCT116 bCat-KO – beta-catenin-lacking colon tumor cell growth suppression; HCT116 beta-catenin knockout viability, CellTiter-Glo, 60 h; stronger effect = lower value; hit rate 1.5% among 140,000; viability, % at 10 µM;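 active means viability at or under a set limit, the compound median less 4 SD, cut at about 6% in these data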;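 further: 0% = Hyamine 1622 control at 20 µM and 100% = untreated cell control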
Yeast life ext – extends the lifespan of yeast | S. cerevisiae growth with nicotinamide, OD615; deaD strain in restrictive glucose medium | inhibition of the nicotinamide effect, % at 10 µM | hit rate 0.68% among 130,000 | AID 775;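 active means inhibition above a set limit, placed 3 SD over the median of all compounds, cut at about 26% in these data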;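 further: 0% = nicotinamide-treated wells and 100% = cells grown without nicotinamide; some compounds called inactive have numbers as strong as hits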
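Buffer or medium: CSMM-D glucose medium, restrictive; test system: modified budding yeast, DeaD strain; compound: single dose 10 µM compound, 0.25% DMSO; schedule: culture preincubation 4 h, compound exposure 48 h, both 30 °C; detection: optical density (absorbance) at 615 nm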
Phagocyt inh – inhibitors of macrophage phagocytosis. inhibition, % at 5 µM. J774A.1 macrophage IgG-bead phagocytosis, imaging. hit rate 0.07% among 110,000. AID 1029;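 active means inhibition above the mean of the plate negative controls plus 5 SD, cut at about 13% in these data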;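 further: phagocytic index as fraction of beads internalized from green versus red external bead signal; plate controls were DMSO negative control for no effect and cytochalasin-D positive control for full effect; some results beyond the cut were filed as inactive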
E-sel TNF inh – TNF alpha driven E-selectin expression inhibition; inhibition, % at 2 µM; HUVEC TNFa-induced E-selectin immunofluorescence, high content; hit rate 0.71% among 120,000; AID 1246;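 active means inhibition above the batch mean plus 3 SD, and confirmed as a hit on visual image review, cut at about 43% in these data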;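 further: 0% = TNF-stimulated DMSO wells and 100% = unstimulated control wells; not every result past the cut was called active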
PTEN del growth – growth suppressors of cells with PTEN tumor suppressor deletion; hit rate 1.2% among 140,000; viability, % at 10 µM; HCT116 PTEN-null viability, CellTiter-Glo, 60 h; stronger effect = lower value;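 active means viability at or below a set limit, 4 SD under the median of all tested compounds, cut at about 3.7% in these data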;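 further: PTEN knockout HCT116 line with beta catenin targeted HCT116 as companion control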
GALR2 blocker – blocks the human galanin receptor 2; inhibition, % at 4 µM; hit rate 0.39% among 140,000; GALR2-expressing cells, antagonist mode; O43603; in the data active means inhibition above about 27%;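 further: cells stimulated with galanin 1-16 at roughly its EC80; 0% = agonist challenge control and 100% = basal control without agonist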
Target sequence (O43603 whole entry, looked up): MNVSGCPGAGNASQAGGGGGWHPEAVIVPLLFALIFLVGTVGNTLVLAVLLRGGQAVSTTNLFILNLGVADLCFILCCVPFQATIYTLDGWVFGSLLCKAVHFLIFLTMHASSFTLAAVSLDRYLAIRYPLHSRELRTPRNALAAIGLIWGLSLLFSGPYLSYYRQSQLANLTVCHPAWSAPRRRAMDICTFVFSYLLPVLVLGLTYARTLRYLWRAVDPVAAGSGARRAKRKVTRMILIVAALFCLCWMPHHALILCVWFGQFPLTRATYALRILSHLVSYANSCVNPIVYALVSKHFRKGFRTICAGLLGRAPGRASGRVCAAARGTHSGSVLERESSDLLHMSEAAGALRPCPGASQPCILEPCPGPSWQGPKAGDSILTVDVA
NPY-Y2 antag – NPY-Y2 (human) receptor antagonism; P49146; NPY-Y2 expressing cells, antagonist mode; inhibition, % at 2.7 µM; hit rate 0.99% among 140,000; AID 793; in the data active means inhibition above about 17%;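 further: 0% = vehicle with agonist challenge and 100% = reference antagonist with challenge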
Target sequence (P49146 whole entry, looked up): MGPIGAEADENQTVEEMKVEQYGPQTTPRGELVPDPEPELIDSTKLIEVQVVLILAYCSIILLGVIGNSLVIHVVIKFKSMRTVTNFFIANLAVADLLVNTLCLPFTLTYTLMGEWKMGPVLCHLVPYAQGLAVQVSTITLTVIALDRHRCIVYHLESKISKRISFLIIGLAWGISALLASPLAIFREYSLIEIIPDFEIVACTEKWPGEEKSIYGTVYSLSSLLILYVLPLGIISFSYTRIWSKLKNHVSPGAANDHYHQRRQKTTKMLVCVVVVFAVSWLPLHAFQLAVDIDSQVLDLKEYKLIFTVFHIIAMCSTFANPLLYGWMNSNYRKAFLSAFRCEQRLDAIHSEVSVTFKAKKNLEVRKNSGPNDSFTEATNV
Starred values were filed as active, the others as inactive; / = no result given.

smiles,Yeast growth inh,Measles CPE,MRP-1 activ,HCT116 bCat-KO,Yeast life ext,Phagocyt inh,E-sel TNF inh,PTEN del growth,GALR2 blocker,NPY-Y2 antag
Cc1cccc(-c2nc(CSCC(=O)NCc3cccs3)c(C)o2)c1,-7,6,-1.5,83,-10,/,-11,84,0,10
COC(=O)c1ccc(C(=O)Nc2ccc3nc(-c4cccnc4)[nH]c3c2)cc1,-31,5,0.1,91,-9,0,-14,105,8,2
O=c1cc(CN2CCN(S(=O)(=O)/C=C/c3ccccc3)CC2)c2ccc(O)cc2o1,1,13,-2.6,91,-3,-3,/,96,6,-1
COc1ccc(C(=O)N(c2ccc(OC)cc2)S(=O)(=O)c2cccs2)cc1,3,2,-2.2,94,0,-7,-11,92,10,3
c1ccc(-c2noc(-c3cccnc3)n2)nc1,-3,13,-0.8,62,-19,/,-7,67,-2,1
CCOC(=O)c1sc(NC(=O)CSc2nc3c(c(=O)n2-c2ccc(C)cc2)SCC3)c(C(=O)OCC)c1C,-24,8,-5.3,60,4,/,32,52,6,1
COC(=O)c1ccc(NC(=O)CCN2CCN(Cc3ccccc3)CC2)cc1,-21,6,-2.5,86,/,/,6,99,-1,3
Cc1nc(CNS(=O)(=O)c2ccc3c(c2)CCCC3)cs1,-35,6,-2.5,80,-4,0,-39,86,0,1
CC(C)(C)OC(=O)N1CCC[C@H]1C(=O)NCC1CCC(C(=O)O)CC1 (some centres not stated),-28,14,-2.0,95,-1,-1,-29,96,0,1
CN(C)c1ccc(/C=C/C(=O)c2ccc3c(c2)OCCO3)cc1[N+](=O)[O-],-44,9,-4.8,9,2,-1,/,11,7,13
O=S(=O)(c1cccs1)n1nnc2ccccc21,-24,13,-0.8,95,-9,-1,/,98,-2,4
COCCN(C(=O)C(C)C)c1nnc(-c2ccc(C)cc2)s1,-15,1,-2.2,87,-17,/,1,82,20,-1
CCCNc1c(NC(C)=O)c(=O)oc2ccccc12,-22,17,0.1,92,3,-1,/,99,-1,2
COC(=O)c1sccc1-n1cccc1C(=O)N1CCOCC1,-40,6,1.2,106,-6,/,-5,109,-5,2
CCC(=O)N1CCN=C1SCc1ccccc1Cl,-16,20,-0.7,86,-5,0,40,87,-2,2
CCC(=O)Oc1oc(-c2ccccc2)nc1C=Nc1ccccc1OC,-37,23,-1.9,93,5,0,-54,101,-5,-1
COc1ccc(OC)c2c(N)c(C#N)c(C(F)(F)C(F)(F)F)nc12,-65,1,-1.8,101,-18,0,-12,90,4,-1
Cc1nn(CCc2n[nH]c(=S)n2C2CCCCC2)c(C)c1Br,-48,5,-1.7,99,-7,/,-27,86,-5,1
O=S(=O)(CCSc1nc2ccccc2s1)c1nc2ccccc2s1,-34,0,-6.5,3.9*,-2,0,6,3.3*,0,5
CCc1sc(N(C(=O)Cc2ccccc2)c2ccccc2)nc1-c1ccccc1,-19,14,0.0,71,-8,/,-10,78,3,0
Cc1ccc(C2C(C(=O)O)c3ccccc3C(=O)N2C)o1 (configuration not stated),-37,3,-0.4,99,-4,0,21,101,-16,0
Clc1ccc(CNCCC2=CCCCC2)cc1,-9,6,-3.0,72,-10,0,-14,73,4,4
Fc1ccc(CN2CCSCC2)cc1Br,-10,3,2.0,93,/,0,-27,91,25,2
COc1ccc(C2=NOC(C(=O)Nc3ccc(C(C)=O)cc3)C2)cc1OC (configuration not stated),-50,13,0.8,93,-12,/,-10,82,11,-1
Nc1nnc(COc2ccc(Br)cc2Br)s1,-27,9,0.1,89,-13,-1,/,79,-3,3
CC(C)C(=O)Nc1ccc(C(=O)NNC(=O)c2cccs2)cc1,-2,6,-0.7,102,-1,0,/,105,7,-1
CCOc1cc(/C=N/NC(=O)CSc2nncn2C)ccc1OCc1ccccc1,-5,32,-0.3,98,-5,7,/,101,8,1
COc1cccc(C2C(C(=O)c3cccs3)=C(O)C(=O)N2CCN(C)C)c1OC (configuration not stated),-40,6,-0.8,102,-2,1,2,94,2,2
c1ccc(OCCn2cnc3ccccc32)cc1,-37,15,-1.7,110,-28,0,-26,97,-3,2
Cc1cc(C)c2c(N)c(S(=O)c3ccc(C(C)(C)C)cc3)sc2n1 (configuration not stated),42,7,-1.3,81,-18,-2,-62,76,10,1
CCOC(=O)c1ccc(NC(=O)N2CCN(c3ccccn3)CC2)cc1,-29,5,-1.8,93,-16,0,-10,89,22,2
Cc1nc(CS(=O)c2ccccc2)cc(N2CCOCC2)n1 (configuration not stated),-5,12,-1.8,83,-14,0,-44,106,14,-1
S=C(Nc1ccc(Br)cc1)N1CCN(C2CCCCC2)CC1,-8,1,-0.9,88,-17,0,-30,88,3,-1
O=C(CCc1nc(-c2ccccc2)no1)NCc1cccnc1,1,15,-1.9,95,-5,-1,6,100,-10,3
c1ccc(Cc2nnc(Sc3ccccc3)c3ccccc23)cc1,-36,12,-3.1,9,-8,/,20,7,2,6
CCC(=O)N1CCN(c2ccccc2NC(=O)c2cccc(C)c2)CC1,-28,19,-3.8,96,-5,0,/,86,-7,4
CCCOc1ccc(C(=O)NCC(c2ccco2)N(C)C)cc1OC (configuration not stated),-16,24,0.0,88,5,-6,-10,91,-4,1
CCOC(=O)C1CCN(C(=O)CN(c2ccc(Cl)c(C(F)(F)F)c2)S(C)(=O)=O)CC1,-42,12,-1.7,97,-5,-2,-39,102,-10,1
CC(=O)c1cccc(NC(=O)N2CCCc3ccccc32)c1,-21,11,-3.3,92,-3,-2,-14,95,4,1
CCCOc1ccc(N2C(=O)CC(NCc3cccs3)C2=O)cc1 (configuration not stated),-28,21,-2.6,103,/,/,-14,102,0,1
COC(=O)c1ccccc1Oc1c(F)c(F)nc(N2CCOCC2)c1F,-23,3,-2.1,100,-8,/,6,102,1,7
O=C(NCC(c1cccnc1)N1CCN(c2ccc(F)cc2)CC1)c1cccc(Cl)c1 (configuration not stated),-13,6,-3.0,68,2,/,/,66,-7,0
CN(C)c1ccc(/C=C/c2nc3ccccc3s2)cc1,-28,2,-2.6,62,-15,-1,-34,54,45*,0
COc1cc(N2CCCC2)c(OC)cc1/C=C(/C#N)c1ccc(F)cc1,-58,13,2.1,79,/,/,-9,96,6,2
COCCn1c(=O)[nH]c2cc(C(=O)NCc3ccccc3)ccc2c1=O,-83,16,-0.5,101,3,1,5,106,-8,0
N/C(=N\OC(=O)CCCc1ccccc1)c1cccc([N+](=O)[O-])c1,5,6,0.9,100,-4,-2,15,94,-5,2
O/N=C1\CCCc2oc3c(c21)CCCC3,-72,5,-1.2,105,-8,3,-13,106,-10,1
C/C(=N\NC(=O)CSCc1cccc(Br)c1)c1ccc([N+](=O)[O-])cc1,-49,9,-3.0,81,-18,/,-21,83,-13,2
CCN(CC)C(=O)CSc1nc(C)cc(-c2cccs2)c1C#N,-19,14,-1.1,98,-10,/,/,97,-15,4
COc1ccc(CNC(=O)C(C#N)c2nc3ccccc3nc2N2CCN(C)CC2)cc1 (configuration not stated),-18,6,-3.8,36,-13,-4,/,45,8,18*
Cc1cc(C)cc(Oc2ccc(C(F)(F)F)cc2C#N)c1,-21,18,-3.5,96,-10,-1,-1,88,1,-1
CCc1cccc(C)c1NC(=O)C(c1ccccc1)N1CCC1=O (configuration not stated),-14,35,-2.8,97,-2,-1,-46,95,-1,8
CCC(=O)Nc1nc2ccccc2n1CCN1CCOCC1,-3,5,-3.2,87,-13,0,/,87,0,-1
CC(=O)c1ncnn1CC(=O)c1ccc(Cl)cc1Cl,-33,3,-0.6,103,-4,0,-3,102,-4,1
O=C1NC2(Nc3ccccc31)C(=O)Nc1ccccc12 (configuration not stated),-45,28,-2.5,88,-24,-1,-35,92,5,-1
O=C(COc1ccccc1)N1CCNC1=O,6,14,-2.0,104,-19,1,21,107,-9,-1
CC(C)COc1ccc(C(=O)Nc2ccccc2[N+](=O)[O-])cc1,-24,5,0.8,86,-4,/,/,87,0,7
CC1=C(C(=O)OCc2ccccc2)C(c2cccs2)NC(=O)N1CCCC(=O)O (configuration not stated),-37,8,-1.1,90,0,/,-14,90,-7,1
CCC(=O)N1CCc2cc(Br)cc(S(=O)(=O)CCC(=O)NCCOC)c21,8,-1,0.2,95,-7,0,-34,92,14,2
COc1cccc(C(=O)N(CN2CCCC2=O)c2ccccc2OC)c1,-22,6,-2.8,99,-12,-3,/,100,-7,-1

Next part
smiles,Yeast growth inh,Measles CPE,MRP-1 activ,HCT116 bCat-KO,Yeast life ext,Phagocyt inh,E-sel TNF inh,PTEN del growth,GALR2 blocker,NPY-Y2 antag
Cc1cc(C)c(C)c(C(=O)CSc2nnc(C)c(=O)[nH]2)c1C,-23,4,0.4,106,-9,0,-37,103,-8,-1
CCCC(CCC)C(=O)Nc1ccncc1,12,27,-2.2,88,-8,-4,5,80,2,-1
CC(=O)NCCSC(=O)c1ccc(F)cc1,-21,13,-0.2,97,-8,-2,-1,91,10,-2
Cc1ccc(C)c(S(=O)(=O)N2CC(=O)N(CCc3ccccc3)C(=O)C2)c1,-46,2,-1.6,98,2,2,19,101,1,7
CCCCCC(=O)Nc1ccc(N2CCN(CC)CC2)c(Cl)c1,-23,10,-1.9,86,-10,-2,-57,88,-3,1
O=C(Cn1sc2ccccc2c1=O)NC12CC3CC(CC(C3)C1)C2,-55,5,-6.5,0.7*,-9,-1,/,1.1*,8,-2
O=C(c1cccc(-n2cnnn2)c1)N1CCOCC1,-40,7,0.3,100,6,0,14,102,13,-1
CCCNC(=O)N1CCN(C(=O)NCCC)CC1,-14,4,0.7,101,-6,1,3,108,-16,3
CCn1c(/C=N/NC(=O)c2ccc(OC)cc2)nc2ccccc21,-57,1,1.6,14,0,0,10,14,8,3
Cn1c(=O)c2[nH]c(-c3ccccc3)c(O)c2n(C)c1=O,-20,14,-2.4,75,-2,-4,/,82,2,1
CC(C)C(=O)Nc1cccc(-c2nc3ccccc3o2)c1,14,7,1.7,87,-24,8,9,87,-3,4
Cc1ccc(-c2cc(C(=O)NCc3cn(C)nc3C)c3cc(Br)ccc3n2)cc1,-16,7,-1.7,89,-5,-6,15,97,6,0
Fc1cnc(N2CCN(c3ccccc3)CC2)nc1N1CCN(c2ccccc2)CC1,-24,17,1.7,63,2,2,8,65,2,3
Cc1cc(N2CCC(C(=O)NC3CC3)CC2)nc(-c2ccccc2)n1,-61,10,-1.2,92,-4,-1,/,104,-2,1
CCOc1ccc(C(=O)Nc2nnc(C(C)C)s2)cc1OCC,-12,7,-2.2,76,-19,-1,/,77,0,-1
O=C(Nc1ccc(F)cc1F)c1noc2c1CCC2,-45,25,-1.1,86,-19,-1,27,87,13,2
COc1ccc(C(=O)NC(=S)N2CCC(C)CC2)cc1,-44,18,-0.7,89,-6,/,12,94,-4,3
